Assay outcomes: PubChem BioAssay, several laboratories
SDO1 yeast rescue = restores growth of sdo1-depleted yeast; S. cerevisiae sdo1-depleted JHY4D growth rescue, OD600 30 h; stronger effect = higher value; pdr5 snq2 efflux-pump mutant strain; z-score at 10 µM; hit rate 0.21% among 140,000; AID 817;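 active means z-score above 3 at both the 24 hr and the 30 hr optical density reads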;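 further: z-score against mean and SD of all compound wells on the same plate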
INS promoter inh = TRM-6 insulin promoter activity inhibition; TRM-6 cells (human fetal islet line), insulin promoter-eGFP reporter, imaging; reporter expression induced with tamoxifen; inhibition, % at 2 µM; hit rate 0.9% among 130,000; AID 1273;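 active means inhibition above the mean plus 3 SD, with well images judged a real hit on visual review, cut at about 60% in these data, passing the limit was not always enough; inconclusive means inhibition over the cutoff but images rejected on review; inactive means inhibition not above the cutoff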
SDO1 yeast rescue Rescue 24 h = further read-out of SDO1 yeast rescue, marked with its call; z-score; S. cerevisiae sdo1-depleted JHY4D growth rescue, OD600; measured here: growth rescue at 24 h;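 0 is the plate mean of compound wells and units are plate SD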
Numbers without * were called inactive. No enrichment for hits; 0.92% or so of the library scored in one or more.

How did CCOC(=O)c1cnc2c(OC)cccc2c1Nc1ccc2c(c1)OCCO2 do in these assays?
SDO1 yeast rescue: -1.15; INS promoter inh: 20.0; SDO1 yeast rescue Rescue 24 h: -0.29

Results for O=C(CCCCn1c(=O)c2ccccc2n(Cc2ccccc2F)c1=O)NC1CCN(Cc2ccccc2)CC1 ?
INS promoter inh: -46.0

How did CC1(C)CC(=O)C2=C(C1)NC(SCC(=O)Nc1ccccc1)=C(C#N)C2c1ccco1 (configuration not stated) do in these assays?
SDO1 yeast rescue: -0.7; INS promoter inh: -26.4; SDO1 yeast rescue Rescue 24 h: -0.98

How did Cc1cccc(N2C(=O)C(Cl)=C(Nc3c(C)n(C)n(-c4ccccc4)c3=O)C2=O)c1C do in these assays?
SDO1 yeast rescue: 0.62; INS promoter inh: 43.3; SDO1 yeast rescue Rescue 24 h: 0.85

Results for CCOc1ccc(C2=CS/C(=C(\C#N)c3nnc4n3CCCCC4)N2CC)cc1 ?
SDO1 yeast rescue: -0.65; INS promoter inh: -402.9; SDO1 yeast rescue Rescue 24 h: -0.61

What do the screens show for `COc1ccc(C(C)=O)cc1CSc1nnc(Nc2ccc(C)cc2)s1`?
SDO1 yeast rescue: -0.48; INS promoter inh: 0.0; SDO1 yeast rescue Rescue 24 h: -0.68

What do the screens show for `COc1ccc(C(=O)COC(=O)CNC(=O)C2CCCCC2)c(OC)c1`?
SDO1 yeast rescue: 1.05; INS promoter inh: -8.6; SDO1 yeast rescue Rescue 24 h: 1.38

What do the screens show for `O=C(OCC(=O)N1CCCC1)c1ccccc1OCc1ccccc1`?
SDO1 yeast rescue: 0.33; INS promoter inh: -58.3; SDO1 yeast rescue Rescue 24 h: 0.38

Results for COc1ccc(N2CCN(C(=O)CCN3C(=S)NC(C)(C)CC3C)CC2)cc1 (configuration not stated) ?
INS promoter inh: -46.7

How did Cc1ccc(CN(C(=O)c2sc3ccccc3c2Cl)C2CCS(=O)(=O)C2)cc1 (configuration not stated) do in these assays?
SDO1 yeast rescue: -1.37; INS promoter inh: -82.8; SDO1 yeast rescue Rescue 24 h: -0.97

How did COCC(C)n1c(C)cc(C(=O)CSc2nnc(Nc3ccccc3F)s2)c1C (configuration not stated) do in these assays?
SDO1 yeast rescue: -1.51; INS promoter inh: -5.7; SDO1 yeast rescue Rescue 24 h: -1.2

How did Nc1nnc(SCC(=O)c2cccc([N+](=O)[O-])c2)s1 do in these assays?
INS promoter inh: -33.3

Results for C=CCN(c1ccccc1)S(=O)(=O)c1cccc(C(=O)O)c1 ?
SDO1 yeast rescue: 1.17; INS promoter inh: -10.3; SDO1 yeast rescue Rescue 24 h: 0.45

How did O=C(Cn1nnc2ccccc2c1=O)NC1CCCc2ccccc21 (configuration not stated) do in these assays?
SDO1 yeast rescue: -0.29; INS promoter inh: -16.7; SDO1 yeast rescue Rescue 24 h: -0.68

What do the screens show for `COc1ccc(OCC(=O)N/N=C/C=C/c2ccccc2)cc1`?
SDO1 yeast rescue: 0.88; INS promoter inh: -14.3; SDO1 yeast rescue Rescue 24 h: 0.86

How did COc1ccc(N2C(=O)CC(Nc3ccc(C(=O)O)cc3)C2=O)cc1OC (configuration not stated) do in these assays?
INS promoter inh: -5.6

How did COc1ccc(NC(=O)c2ccccc2NC(=O)COc2ccccc2)cc1 do in these assays?
SDO1 yeast rescue: -0.33; INS promoter inh: -32.1; SDO1 yeast rescue Rescue 24 h: -0.23

What do the screens show for `CC(C)c1ccc(NC(=O)C(c2ccccc2)N2CCC3(CC2)OCCO3)cc1` (configuration not stated)?
SDO1 yeast rescue: -1.3; INS promoter inh: -2.6; SDO1 yeast rescue Rescue 24 h: -0.64

What do the screens show for `Cc1ccc(C(=O)Oc2csc(=S)n2C(=O)c2ccc(C)cc2)cc1`?
SDO1 yeast rescue: 0.76; INS promoter inh: 64.3; SDO1 yeast rescue Rescue 24 h: 0.99

How did Cc1ccc(NC(=O)N/C=C/c2ccccc2)cc1 do in these assays?
SDO1 yeast rescue: -0.5; INS promoter inh: 17.2; SDO1 yeast rescue Rescue 24 h: -0.93

What do the screens show for `COc1ccc(N(CC(O)CN2C(=O)NC(C)(C)C2=O)S(=O)(=O)c2ccccc2)cc1` (configuration not stated)?
SDO1 yeast rescue: 0.75; INS promoter inh: -9.9; SDO1 yeast rescue Rescue 24 h: 0.84

Results for Cc1c(NC(=O)CSc2nc3ccc(Cl)cc3[nH]2)c(=O)n(-c2ccccc2)n1C ?
SDO1 yeast rescue: 0.86; INS promoter inh: 6.2; SDO1 yeast rescue Rescue 24 h: 1.49

Results for Oc1ccc(/C=C/c2nc(-c3ccccc3O)n(-c3ccccc3)n2)cc1 ?
SDO1 yeast rescue: -1.12; INS promoter inh: 3.9; SDO1 yeast rescue Rescue 24 h: -0.69

What do the screens show for `CCCCc1ccc(NC(=O)COc2ccc(C(=O)Nc3ccccc3OCC)cc2)cc1`?
SDO1 yeast rescue: -0.32; INS promoter inh: 7.7; SDO1 yeast rescue Rescue 24 h: 0.54

How did COC(=O)c1ccccc1NC(=O)NC1CCN(Cc2ccccc2)CC1 do in these assays?
SDO1 yeast rescue: 0.38; INS promoter inh: 23.3; SDO1 yeast rescue Rescue 24 h: 0.42

Results for CCC1CCCCN1Cc1ccc(OC)c(C)c1C (configuration not stated) ?
SDO1 yeast rescue: 1.01; INS promoter inh: -10.0; SDO1 yeast rescue Rescue 24 h: 1.18

Results for CCOC(=O)c1ccc(NS(=O)(=O)c2cc(-c3nnnn3CC)ccc2OC)cc1 ?
SDO1 yeast rescue: 1.03; INS promoter inh: inconclusive; SDO1 yeast rescue Rescue 24 h: 0.35

Results for COc1ccc(C2C(C(=O)NCc3ccco3)CCC(=O)N2c2ccc(OC)cc2)cc1 (configuration not stated) ?
SDO1 yeast rescue: 0.43; INS promoter inh: -29.4; SDO1 yeast rescue Rescue 24 h: 0.55

What do the screens show for `COc1ccc(O)c(C=Nc2cc(C)on2)c1`?
SDO1 yeast rescue: -0.17; SDO1 yeast rescue Rescue 24 h: -0.94

What do the screens show for `COc1ccc(C(=O)NCCn2ccc3ccccc32)c(OC)c1`?
SDO1 yeast rescue: -0.79; INS promoter inh: 2.6; SDO1 yeast rescue Rescue 24 h: -0.52

Results for CCCC1Cc2c(sc3ncnc(N)c23)CO1 (configuration not stated) ?
SDO1 yeast rescue: 1.04; INS promoter inh: -17.2; SDO1 yeast rescue Rescue 24 h: 1.26

What do the screens show for `CCOC(=O)c1cnn(-c2nc(OCC)cc(OCC)n2)c1C`?
SDO1 yeast rescue: -0.72; INS promoter inh: 6.2; SDO1 yeast rescue Rescue 24 h: -2.03

Results for O=S(=O)(NCc1cn2ccccc2n1)c1cc(F)ccc1F ?
SDO1 yeast rescue: 0.9; INS promoter inh: 38.7; SDO1 yeast rescue Rescue 24 h: 0.86

What do the screens show for `Cc1ccc(OC(=O)c2ccc3snnc3c2)cc1`?
SDO1 yeast rescue: -0.78; INS promoter inh: 10.0; SDO1 yeast rescue Rescue 24 h: -1.02

How did Cc1ccc(C(=O)O)cc1NC(=S)NC(=O)Cc1ccccc1 do in these assays?
SDO1 yeast rescue: 0.33; SDO1 yeast rescue Rescue 24 h: 0.74

Results for Cc1ccc(N2C(N)=C(C#N)C(c3ccsc3)C3=C2CC(C)(C)CC3=O)cc1 (configuration not stated) ?
SDO1 yeast rescue: -0.65; INS promoter inh: -65.7; SDO1 yeast rescue Rescue 24 h: -0.65

4 compounds picked at random from the list so far, as already listed:
Results for COc1ccc(C2C(C(=O)NCc3ccco3)CCC(=O)N2c2ccc(OC)cc2)cc1 (configuration not stated) ?
SDO1 yeast rescue: 0.43; INS promoter inh: -29.4; SDO1 yeast rescue Rescue 24 h: 0.55

Results for Cc1ccc(N2C(N)=C(C#N)C(c3ccsc3)C3=C2CC(C)(C)CC3=O)cc1 (configuration not stated) ?
SDO1 yeast rescue: -0.65; INS promoter inh: -65.7; SDO1 yeast rescue Rescue 24 h: -0.65

Results for CCC1CCCCN1Cc1ccc(OC)c(C)c1C (configuration not stated) ?
SDO1 yeast rescue: 1.01; INS promoter inh: -10.0; SDO1 yeast rescue Rescue 24 h: 1.18

Results for O=S(=O)(NCc1cn2ccccc2n1)c1cc(F)ccc1F ?
SDO1 yeast rescue: 0.9; INS promoter inh: 38.7; SDO1 yeast rescue Rescue 24 h: 0.86

The listing continues:
Results for CN(C(=O)CSc1ccccc1C(=O)O)C1CCCCC1 ?
SDO1 yeast rescue: 1.13; INS promoter inh: 26.7; SDO1 yeast rescue Rescue 24 h: 1.09

What do the screens show for `CCC(=O)N1CCc2cc(Br)cc(S(=O)(=O)CCC(=O)NCC3CCCO3)c21` (configuration not stated)?
SDO1 yeast rescue: -0.11; INS promoter inh: -5.3; SDO1 yeast rescue Rescue 24 h: -0.72

Results for COCCCNC(=O)CCc1nc2cccnc2n1Cc1ccc(OC)cc1 ?
SDO1 yeast rescue: -0.38; INS promoter inh: -203.7; SDO1 yeast rescue Rescue 24 h: -0.41

Results for CC1CC(N(C(=O)c2ccco2)c2ccccc2)c2ccccc2N1C(=O)c1ccco1 (configuration not stated) ?
SDO1 yeast rescue: -1.18; INS promoter inh: -7.1; SDO1 yeast rescue Rescue 24 h: -1.31

How did COc1ccc(C(=O)Nc2ccc(Cl)cc2C(=O)N2CCCC(C)C2)cc1 (configuration not stated) do in these assays?
SDO1 yeast rescue: 0.08; INS promoter inh: 9.9; SDO1 yeast rescue Rescue 24 h: 0.94

What do the screens show for `Cc1cccc(NCN2C(=O)C3C4C=CC(C4)C3C2=O)c1` (configuration not stated)?
SDO1 yeast rescue: 0.38; INS promoter inh: -2.9; SDO1 yeast rescue Rescue 24 h: 0.12

Results for Cc1ccc(C)c(-c2nnc(OCC(=O)Nc3cc(C)on3)c3ccccc23)c1 ?
SDO1 yeast rescue: -0.49; INS promoter inh: -18.2; SDO1 yeast rescue Rescue 24 h: -0.62

How did Cc1nnsc1NC(=O)OCc1ccc(C(C)(C)C)cc1 do in these assays?
SDO1 yeast rescue: -0.04; INS promoter inh: -43.3; SDO1 yeast rescue Rescue 24 h: 1.12

Results for Cc1ccc2cccc(S(=O)(=O)Nc3c(C)n(C)n(-c4ccccc4)c3=O)c2n1 ?
SDO1 yeast rescue: 0.55; INS promoter inh: -22.2; SDO1 yeast rescue Rescue 24 h: -0.21

What do the screens show for `Cc1cccc(-c2oc(C)c(C)[n+]2[O-])c1`?
SDO1 yeast rescue: -0.4; INS promoter inh: 16.7; SDO1 yeast rescue Rescue 24 h: -1.52

What do the screens show for `CCOc1ccccc1NC(=O)C1CCCN(S(=O)(=O)c2cccc3nsnc23)C1` (configuration not stated)?
SDO1 yeast rescue: -0.27; SDO1 yeast rescue Rescue 24 h: -0.15

What do the screens show for `COCc1cc(/C=N\NC(=O)c2ccc(Cl)cc2)ccc1OC`?
SDO1 yeast rescue: -0.07; INS promoter inh: 11.1; SDO1 yeast rescue Rescue 24 h: -0.29

How did O=S(=O)(NCCCCCNS(=O)(=O)c1ccc(F)cc1)c1ccc(F)cc1 do in these assays?
SDO1 yeast rescue: -0.07; SDO1 yeast rescue Rescue 24 h: -0.2

Results for O=C(NCC(=O)N1CCC(N2CCCCC2)CC1)C1CCCCC1 ?
SDO1 yeast rescue: -0.2; INS promoter inh: 60.0; SDO1 yeast rescue Rescue 24 h: -0.75

Results for O=C(/C=C/NNC(=O)c1ccc(Br)cc1)c1ccccc1 ?
SDO1 yeast rescue: -0.35; INS promoter inh: 3.6; SDO1 yeast rescue Rescue 24 h: -0.98

How did CN(CCC#N)C(=O)COC(=O)/C=C/c1ccc2c(c1)OCO2 do in these assays?
INS promoter inh: -14.3

What do the screens show for `CCc1ccc(NC(=O)c2ccccc2NC(=O)C2CCCO2)cc1` (configuration not stated)?
SDO1 yeast rescue: -1.32; INS promoter inh: 23.3; SDO1 yeast rescue Rescue 24 h: -1.19

What do the screens show for `Cc1nc(N/N=C/c2ccc(O)cc2)c2cnn(-c3ccccc3)c2n1`?
INS promoter inh: 88.9*

What do the screens show for `CC(C)n1c(-c2cccnc2)nc2cnccc21`?
SDO1 yeast rescue: -0.52; INS promoter inh: -86.0; SDO1 yeast rescue Rescue 24 h: -1.05

How did Clc1ccc(-c2nnc(-c3ccccc3)o2)c(Cl)c1 do in these assays?
SDO1 yeast rescue: -0.8; INS promoter inh: -115.4; SDO1 yeast rescue Rescue 24 h: -0.49

Results for COc1cc(NC2c3ncccc3C(=O)N2Cc2ccco2)cc(OC)c1OC (configuration not stated) ?
INS promoter inh: 35.7

Results for COC(=O)c1ccc(C2C(Oc3ccccc3C)C(=O)N2CCc2ccc(OC)c(OC)c2)cc1 (configuration not stated) ?
SDO1 yeast rescue: -0.51; INS promoter inh: -28.6; SDO1 yeast rescue Rescue 24 h: -0.07

What do the screens show for `CCc1nnc(NC(=O)CSc2nc(-c3ccccc3)cc(-c3ccc(OC)cc3)c2C#N)s1`?
SDO1 yeast rescue: 0.25; SDO1 yeast rescue Rescue 24 h: 1.83

How did N#CC1=C(N)SC(N)=C(C#N)C1c1c(Cl)cccc1Cl do in these assays?
SDO1 yeast rescue: -0.57; INS promoter inh: -14.3; SDO1 yeast rescue Rescue 24 h: -1.53

What do the screens show for `Cc1nc(C)c(C(=O)Nc2ncc([N+](=O)[O-])s2)o1`?
INS promoter inh: 11.1

Results for O=C(CSc1nnnn1-c1ccc(F)cc1)Nc1ccc(N2CCOCC2)c(Cl)c1 ?
SDO1 yeast rescue: -1.17; INS promoter inh: 13.3; SDO1 yeast rescue Rescue 24 h: -1.25

What do the screens show for `COCCn1c(SCC(=O)Nc2cc(C(C)(C)C)nn2-c2ccccc2)nnc1-c1ccncc1`?
SDO1 yeast rescue: 1.44; INS promoter inh: 12.5; SDO1 yeast rescue Rescue 24 h: 1.29
